Source: PubChem BioAssay (National Center for Advancing Translational Sciences (NCATS))
NPC1 promoter act = activates the NPC1 promoter; Huh7 NPC1 promoter luciferase reporter, 24 h; Potency, µM (top dose mostly 9.22 µM), for inactives: at the top dose activation, hits mostly activators; 2.4% of 320,000 active; AID 485313;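 further: potency means the concentration at half of the fitted maximal effect; % of control where 0% means no effect; nearly all actives have a fitted effect of over 60% in size; reporter is driven by a mutant NPC1 promoter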
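Stable NPC1-promoter luciferase Huh7 line; cpd (DMSO) 24 h, 37 °C, 5% CO2; Amplite luciferase reagent 10 min RT; luminescence readout. qHTS format.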
Menin MLL FP TR = displaces Texas Red mutant MLL peptide from human menin. 0.23% of 270,000 active. O00255. Menin + Texas Red MLL mutant peptide, fluorescence polarization. Potency, µM (top dose mostly 61.6 µM), inactives show at the top dose FP activity change, negative = inhibition, actives largely listed as inhibitors; active means well fitted inhibition curve with a large enough effect in the polarisation, with a control signal flat, not every such curve was filed as active; inconclusive means small, poorly fitted or top-dose-only effect, or effect the other way, or a change in a side signal; inactive means no such curve, though single readings can be large or run the other way; the % refers to the polarisation; further: potency means the concentration at half of the fitted maximal effect; % of control where 0% means no effect; many of its hits are not listed in these tables
PKM2 activator = increases activity of human pyruvate kinase M2; P14618; AID 1631; purified PKM2, Kinase-Glo ATP luminescence, activation; response scale: 0% is enzyme alone, no compound; 0.34% of 260,000 active; Potency, µM (doses to about 57.5 µM), for the others: at the highest dose activation, most hits filed as activators; further: potency means the concentration at half of the fitted maximal effect; on the % scale 0 is the no-effect control and ±100 the full control effect; nearly all actives have a fitted effect of over 55% in size
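Purified hPK-M2 (>95% pure) converted ADP (0.1 mM final) to ATP with 0.5 mM PEP in 50 mM imidazole pH7.2, KCl, MgCl2, Tween 20, BSA; 1 h at room temperature. ATP detected by Kinase-Glo luminescence.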
ELG1 genotox = inducers of genotoxicity in HEK293T ELG1-luciferase cells | Potency, µM (doses to about 46 µM), inactives show top-dose activity change, positive = activation, hits mostly activators | 1.3% of 330,000 active | HEK293T ELG1-luciferase reporter, luminescence, 16 h | AID 504466; further: potency means the concentration at half of the fitted maximal effect; % of control where 0% means no effect; nearly all actives have a fitted effect of over 60% in size
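Genotoxic stress is detected as increased luminescence from luciferase-tagged ELG1 in HEK293T cells, measured with ONE-Glo after a 16 hr treatment at 37 °C.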
Giardia killer = Giardia lamblia killing; AID 540267; Giardia lamblia trophozoite viability; activity change, % at 7.66 µM, hits read low; 0.15% of 340,000 active; in the data active means activity change below about -80%; inconclusive means between about -30% and that limit;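 further: parasites exposed to compound for two days anaerobically before the ATP read; on the % scale 0 is the no-effect control and ±100 the full control effect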
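Giardia lamblia trophozoites (100 cells/well) were incubated with compounds for 48 h at 37 deg C under anaerobic conditions. Viability was read as ATP content by one-step luminescence after 15-30 min at room temperature.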
Rab9 promoter act = Rab9 promoter activation. Huh7 Rab9 promoter-luciferase reporter, luminescence, 24 h. 2.8% of 320,000 active. Potency, µM (titrated, usually from 9.22 µM), for the others: at the top dose activation, negative = inhibition, actives largely listed as activators; further: potency means the concentration at half of the fitted maximal effect; % of control where 0% means no effect; nearly all actives have a fitted effect of over 60% in size
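Cells were plated at 1500 per well in reduced-serum medium with 10% FBS and left 2 h. Compound in DMSO was then added for 24 h at 37 °C. Reporter signal was read by luminescence after 10 min with luciferase detection reagent.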
FLuc counter = firefly luciferase modulation, counter-screen for miR-21 project; purified FLuc, Km substrates, luminescence inhibition; 6.9% of 360,000 active; Potency, µM (highest dose often 57.5 µM), inactives show at the highest dose activity change, negative = inhibition, usual class: inhibitors;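 further: potency means the concentration at half of the fitted maximal effect; plate controls were vehicle for no effect and reference inhibitor for full effect; nearly all actives have a fitted effect of over 55% in size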
Target sequence (P08659 whole entry, looked up): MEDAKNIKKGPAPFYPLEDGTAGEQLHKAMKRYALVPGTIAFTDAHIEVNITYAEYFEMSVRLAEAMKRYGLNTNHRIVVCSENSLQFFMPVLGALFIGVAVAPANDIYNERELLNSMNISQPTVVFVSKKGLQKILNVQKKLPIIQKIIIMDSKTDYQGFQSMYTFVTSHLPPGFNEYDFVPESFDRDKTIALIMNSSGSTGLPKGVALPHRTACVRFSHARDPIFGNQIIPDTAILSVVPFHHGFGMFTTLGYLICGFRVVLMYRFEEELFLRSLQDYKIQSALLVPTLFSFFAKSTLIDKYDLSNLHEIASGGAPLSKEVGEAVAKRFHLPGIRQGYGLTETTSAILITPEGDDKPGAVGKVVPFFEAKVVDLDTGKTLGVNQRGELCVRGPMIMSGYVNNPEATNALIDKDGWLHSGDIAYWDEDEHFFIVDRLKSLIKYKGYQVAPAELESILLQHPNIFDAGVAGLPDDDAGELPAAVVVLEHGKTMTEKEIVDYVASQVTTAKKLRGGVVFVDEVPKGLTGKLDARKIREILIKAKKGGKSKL
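Purified P. pyralis luciferase, 10 nM final, with Km-level 10 uM D-luciferin and 10 uM ATP in 50 mM Tris acetate pH 7.5, 10 mM Mg acetate, 0.01% Tween-20, 0.05% BSA; 6-point qHTS titration about 60 µM downward; luminescence read.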
RORg inh = ROR gamma (mouse) transcription inhibition; P51450; Drosophila S2 Gal4-RORgamma UAS-luciferase reporter, 20 h; Potency, µM (doses to about 53.6 µM), inactives show top-dose activity change, negative = inhibition, actives largely listed as inhibitors; 5.4% of 310,000 active; AID 2551; further: potency means the concentration at half of the fitted maximal effect; on the % scale 0 is the no-effect control and ±100 the full control effect; nearly all actives have a fitted effect of over 60% in size
Target sequence (P51450 whole entry, looked up, the tested form may be a part): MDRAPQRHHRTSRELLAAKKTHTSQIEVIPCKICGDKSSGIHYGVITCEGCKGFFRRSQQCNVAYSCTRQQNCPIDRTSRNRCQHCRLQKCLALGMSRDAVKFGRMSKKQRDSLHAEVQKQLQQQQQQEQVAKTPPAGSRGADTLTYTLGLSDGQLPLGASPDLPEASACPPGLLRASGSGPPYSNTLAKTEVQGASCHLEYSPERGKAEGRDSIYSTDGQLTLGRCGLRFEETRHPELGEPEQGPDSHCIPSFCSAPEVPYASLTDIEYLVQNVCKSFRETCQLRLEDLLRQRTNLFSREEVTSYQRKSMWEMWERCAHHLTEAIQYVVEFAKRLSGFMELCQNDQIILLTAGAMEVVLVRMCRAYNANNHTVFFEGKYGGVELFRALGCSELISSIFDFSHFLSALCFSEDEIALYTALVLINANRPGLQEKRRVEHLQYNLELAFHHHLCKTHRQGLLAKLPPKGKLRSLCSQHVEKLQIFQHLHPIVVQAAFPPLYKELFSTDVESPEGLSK
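Compounds are pin-transferred onto Drosophila Schneider cells expressing a copper-inducible Gal4–ROR gamma transactivation domain fusion. After 1 hr, copper sulfate is added to 700 uM final; luciferase is read 20 hr later.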
p53 reactivation = restores transcriptional activity of mutant p53. H1299 p53-A138V BP100-luciferase reporter, luminescence, 24 h. AID 504706. Potency, µM (series often up to 92.2 µM), without a hit: at the highest dose activity change, positive = activation, usual class: activators. 0.063% of 320,000 active; further: potency means the concentration at half of the fitted maximal effect; % of control where 0% means no effect; nearly all actives have a fitted effect of over 45% in size
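p53-null H1299 cells stably carrying temperature-sensitive p53-A138V and a BP100-luciferase reporter were pinned with compounds (4-point, 1:5 series) and held 24 hrs at 37 deg C. Luminescence was read 10 min after detection reagent.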
Gal4-VP16 FLuc = Gal4-VP16 reporter inhibition counter-screen; Drosophila S2 Gal4-VP16 UAS-luciferase, luminescence, 20 h; Potency, µM (titrated, usually from 53.6 µM), for the others: at the top dose activity, negative = inhibition, usual class: inhibitors; 3.5% of 310,000 active;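 further: Gal4-VP16 expression switched on by copper sulfate through the metallothionein promoter; potency means the concentration at half of the fitted maximal effect; on the % scale 0 is the no-effect control and ±100 the full control effect; nearly all actives have a fitted effect of over 50% in size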
BRCA1 expr act = BRCA1 expression activation; MCF7-BRCA1-FFLuc reporter, luminescence, 48 h; response scale: scaled: vehicle 0%, 10 µM genistein 100%; 1.1% of 380,000 active; AID 624202; Potency, µM (series often up to 46.1 µM), for inactives: at the top dose activation, most hits filed as activators; further: potency means the concentration at half of the fitted maximal effect; nearly all actives have a fitted effect of over 80% in size; some results filed as inactive show a strong effect at the top dose
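Luminescence from a BRCA1-driven firefly luciferase in MCF7 cells was read after 48 h compound exposure at 37 C. Data normalized against DMSO and a 10microM genistein activation control, then curve-fitted across the titration.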
The depositor's hits bear a star; ? = inconclusive; . = not tested or not shown; [ ] = dose if it differs, or a comment. Unless noted, the call rests on the fitted dose curve; in most records, active means well fitted curve in the direction sought with a large enough effect; inconclusive means small, poorly fitted or top-dose-only effect, or another doubt; inactive means no such curve, though single readings can be large; an effect the other way counts as inactive or inconclusive. These rows are one share of the data; the hit share may differ from the screen's.

SMILES | NPC1 promoter act | Menin MLL FP TR | PKM2 activator | ELG1 genotox | Giardia killer | Rab9 promoter act | FLuc counter | RORg inh | p53 reactivation | Gal4-VP16 FLuc | BRCA1 expr act
CCOC(=O)N1CCC(NC(=O)c2cc(C)c3c(C)nn(-c4ccccc4)c3n2)CC1 | -7% | -12% | 0% | -4% | -3 | 4% | 12% | -2% | -4% | -5% | -19%
Cc1cc(NC(=O)C(C)Sc2nnc(NCc3ccco3)s2)no1 (centres undefined) | 1% | . | . | 2% | 20 | -6% | 2% | . | 2% | . | 3%
Cc1cc(Cl)c(S(=O)(=O)Nc2ccc(Cl)cn2)cc1OCC(N)=O | -2% | 24% | -1% | 1% | 8 | -7% | 2% | ? | 3% | 8% | 0%
COc1ccc(OCCN2CCN(C(=O)c3ccc(OC)cc3)CC2)cc1 | -11% | -9% | . | 2% | 1 | -24% | 0% | 4% | 3% | -8% | -1%
Cc1nc(C)c(C(=O)NCCC(c2ccccc2)c2ccccc2)o1 | -15% | -1% | 1% | -13% | -23 | -11% | 0% | ? | -1% | -3% | -20%
Cn1cc(S(=O)(=O)Nc2ccc(F)cc2F)c(=O)n(C)c1=O | -3% | -8% | 2% | 1% | 28 | -2% | 3% | 5% | 2% | 17% | 0%
CCOC(=O)c1c(NS(=O)(=O)c2cccc(OC)c2)sc2c1CCC2 | 1% | ? | 16µM* | -7% | 1 | 0% | 0% | 2% | -4% | ? | 0%
O=C(Cc1ccc(Cl)cc1)NCC(=O)N1CCN(Cc2ccccc2)CC1 | 1% | . | -4% | -16% | 13 | -2% | 1% | 41% | 23% | -3% | -28%
O=C(NN=C1CCCCC1)c1cc(-c2ccccc2)n[nH]1 | 1% | -4% | -6% | 1% | 2 | -3% | -6% | 3% | -5% | -4% | -38%
CCc1nnc(NC(=O)CCC(=O)N2CCN(c3ccccn3)CC2)s1 | -9% | 3% | 6% | 3% | -4 | -3% | 2% | 0% | 0% | -5% | -7%
COC(=O)C1=C(c2ccc(OC)cc2)OC(=O)C1(C)C | 0% | 0% | 0% | 1% | 6 | 0% | 5% | 0% | . | -2% | -4%
Cc1ccc(S(=O)(=O)N2CCN(C(=O)CC(C)(C)C)CC2)cc1 | -4% | -11% | 3% | -5% | -15 | -6% | 1% | 23% | -3% | -2% | 0%
CCCCOc1ccc(N(CC(=O)NC(C)C)C(=O)CCC(=O)Nc2ccccn2)cc1 | 0% | -5% | 3% | 7% | -11 | 1% | -3% | -16% | -1% | -17% | -7%
O=C(c1cc(F)c(F)cc1Cl)N1CCN(c2ccc([N+](=O)[O-])c3ncccc23)CC1 | 0% | -15% | -4% | -4% | -1 | -3% | -1% | ? | 6% | -24% | -46%
O=C(NC12CC3CC(CC(C3)C1)C2)C1=COCCO1 | 0% | 9% | 0% | 0% | 2 | -6% | 3% | -9% | -9% | -4% | 5%
Cc1cccc(Cn2nc(C(C)(C)C)cc2C(=O)N2CCOCC2)c1 | -3% | ? | . | -1% | 11 | -3% | -1% | 19% | -4% | -13% | -19%
CN(C)C(CNC(=O)C1CCN(S(=O)(=O)c2cccc(C(F)(F)F)c2)CC1)c1ccccc1 (centres undefined) | -1% | 0% | 2% | 0% | 3 | 0% | -1% | 18% | 5% | 17% | -13%
CN(C)S(=O)(=O)c1ccc(NC(=O)CCNC(=O)c2ccco2)cc1 | 1% | 0% | 28% | 4% | 6 | 0% | -1% | -16% | 1% | 4% | -10%
c1ccc2c(c1)CC1(CCCCC1)n1nnnc1-2 | -1% | 0% | 1% | -7% | 5 | -3% | 1% | 36% | 5% | -21% | -7%
CC(C)NCC(O)COc1c(F)cc(Br)cc1F (centres undefined) | -1% | -18% | -1% | -4% | -2 | 0% | 4% | -30% | ? | -9% | 7%
COc1ccc(C(=O)CSc2nnc3ccccn23)cc1OC | 7% | 0% | -3% | ? | 11 | 18% | 1% | 20% | 3% | 22% | 30%
C=CCn1c(-c2cccc3ccccc23)n[nH]c1=S | 0% | 0% | -3% | -1% | -5 | -22% | 3% | 3.5µM* | -3% | 10µM* | 0%[1.84 µM]
COc1ccc(C(=O)N2CCN(C(=O)c3ccncc3)CC2)cc1 | -5% | -17% | -1% | 1% | 5 | 4% | 2% | -8% | -3% | -15% | 2%
COc1ccccc1NC(=O)Cn1c(=O)oc2cc(S(=O)(=O)N3CCCC3)ccc21 | -5% | 5% | 1% | 1% | 10 | -5% | 6% | 1% | . | -3% | -18%
O=S(=O)(/C=C/c1ccccc1)NCc1ccccc1Cl | -2% | 0% | 1% | 0% | -4 | -2% | -1% | -5% | 9% | -3% | -1%
CCNc1nc(Oc2ccc(C(=O)OCC)cc2)nc(SC)n1 | -3% | -19% | -2% | -2% | -1 | -4% | 0% | 23% | -10% | -1% | -2%
O=C(Nc1ccc(SC(F)(F)F)cc1)c1ccccn1 | ? | 15% | -5% | 2.3µM* | -25 | 1.4µM* | 0.85µM* | -28% | 0% | -17% | 6%
CCOC(=O)Cc1csc(NC(=O)CN2C(=O)c3ccccc3C2=O)n1 | 0% | . | -3% | 1% | -4 | 0% | 0% | -12% | 3% | -14% | -17%
COc1ccc(C2=NS(=O)(=O)N(C)C(C(=O)N3CCOCC3)=C2)cc1 | -6% | -1% | -1% | -4% | -20 | -2% | -4% | -6% | 7% | -7% | 2%
COc1ccc(CCNC(=O)Cn2nnc(-c3cccc(OC)c3OC)n2)cc1OC | -1% | 7% | 1% | 0% | -22 | 0% | 1% | 3% | -9% | 2% | 0%
O=C(COC(=O)CNC(=O)c1ccc(Cl)cc1)Nc1ccc2c(c1)OCCO2 | 3% | -2% | -5% | 5% | -1 | -3% | -6% | 7% | -4% | -3% | 1%
O=C(NCC(=O)N1CCC2(CC1)NCCc1[nH]cnc12)c1ccccc1F | 0% | . | . | 1% | 6 | 10% | 3% | -10% | 7% | -8% | 2%
O=C(Nc1ccc(F)cc1F)C1(c2cccs2)CCOCC1 | -1% | -7% | -3% | 4% | 11 | 3% | 0% | 6% | 4% | 3% | 0%
Cc1cc(NC(=O)CCC(=O)N(CC(=O)NC2CCCC2)c2ccc(F)cc2)no1 | 0% | . | . | -1% | 15 | 0% | -1% | -7% | -3% | 4% | -13%
CCN1CCCC1CNCc1cccc(OC)c1OCc1ccccc1F (centres undefined) | -1% | -10% | 2% | 1% | -16 | -1% | -2% | -14% | -2% | 4% | 11%
Cc1ccccc1C(=O)Nc1ccc(CN2CCOCC2)cc1 | 4% | 20% | 1% | 2% | 9 | 20% | -5% | -23% | . | 20% | 5%
CC(=O)Oc1ccccc1-c1nc(/C=C/c2ccccc2)no1 | 2.8µM* | ? | -7% | 9.2µM* | 20 | ? | 11µM* | ? | ? | -30% | 61%
O=C(Nc1cccc2ccccc12)N1CCOCC1 | 1% | -12% | -5% | 1% | 7 | 1% | -2% | -6% | 19% | -1% | 3%
COc1ccc(CC(=O)Nc2cccc(C)n2)cc1OC | 0% | -1% | 6% | -5% | 6 | -10% | -9% | ? | 2% | -4% | -6%
COc1ccc(NC(=O)CC2SC3=NCCN3C2=O)cc1 (centres undefined) | -1% | 11% | 0% | 0% | -16 | -8% | -2% | 0% | 6% | 4%[10 µM] | 0%
COC(=O)NNC(=O)c1ccc(Cl)cc1Cl | -3% | -9% | -14% | 5% | -8 | -3% | -3% | -7% | 13% | 0% | 3%
COc1ccc(-c2nn(-c3ccccc3)cc2C(=O)Nc2ccc(C(=O)O)cc2)cc1 | 4% | ? | -8% | -1% | -7 | -2% | 11µM* | ? | 6% | 16% | 6%
CCOC(=O)c1cnc2ccccc2c1Nc1cccc(C(=O)O)c1 | 1% | -1% | 3% | 11% | -24 | 2% | ? | 1% | 14% | 2% | -6%
CC(=O)N1CCC(O)(c2cccc(C(F)(F)F)c2)CC1 | 8% | -4% | -1% | 3% | -3 | 0% | 3% | -6% | -2% | 1% | -11%
COc1ccccc1-c1c(C(F)(F)F)oc2cc(OCC(=O)Nc3cc(C)ccc3C)ccc2c1=O | -5% | -22% | 10% | 3% | . | -5% | 3% | 109% | 4% | -25% | .
CCCNc1nc2c(c(=O)n(C)c(=O)n2C)n1CCC(C)C | -13% | -3% | -1% | -11% | -7 | -4% | 3% | 33% | 2% | 11% | -37%
FC(F)(F)c1ccc(-c2nc(=S)[nH][nH]2)cc1 | 1% | . | 4% | 1% | -11 | -1% | ? | 2.5µM* | 3% | -13% | 22%
CCOC(=O)CSc1nnc(NC(=O)NC(C)C)s1 | -2% | 5% | 0% | 1% | -6 | -1% | -16% | 0% | 3% | -13% | -37%
COc1cc(Cl)c(C)cc1NC(=O)COc1ccccc1[N+](=O)[O-] | 3.2µM* | 59%[activator] | 2% | 8% | -2 | ? | 2% | -3% | 11% | 0% | 17%
